# LAP4 TOR yeast – alters LAP4-GFP fluorescence in TOR pathway yeast screen | S. cerevisiae LAP4-GFP multiplex, flow cytometry GFP, 3 h; median GFP as percent of DMSO wells | 0.34% of 320,000 active | AID 2023 | GFP response vs DMSO, % at 10 µM;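 active means GFP response vs DMSO above a set limit, about the screen mean plus 3 SD, cut at about 150% in these data; inconclusive means under 70 cell events counted for the yeast strain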
# RPL19A-GFP yeast – modulators of TOR pathway RPL19A-GFP in S. cerevisiae. S. cerevisiae RPL19A-GFP strain, flow cytometry, 3 h; active compounds read low. percent response vs DMSO, % at 10 µM. 0.3% of 330,000 active;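 active means percent response vs DMSO below 50%; inconclusive means fewer than 70 events counted for the yeast strain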;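 further: median channel GFP fluorescence of the barcoded RPL19A-GFP strain; ratio of sample median GFP to plate DMSO average so 100% = DMSO; lower means less RPL19A-GFP as with rapamycin TOR inhibition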
# CIT2 TOR yeast – yeast TOR pathway CIT2-GFP modulation. 0.065% of 320,000 active. GFP response vs DMSO, % at 10 µM. S. cerevisiae CIT2-GFP strain, flow cytometry, 3 h; 100 means same as DMSO wells. AID 2029;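 active means GFP response relative to DMSO above a set limit, near the screen mean plus 3 SD, cut at about 150% in these data; inconclusive means Fewer than 70 cells measured for a yeast strain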;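 further: ratio of well median GFP fluorescence to mean of DMSO wells on the plate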
# MEP2-GFP yeast – modulators of TOR pathway MEP2-GFP in S. cerevisiae | S. cerevisiae MEP2-GFP strain, flow cytometry GFP, 3 h; 100% = DMSO control level | GFP response vs DMSO, % at 10 µM | 0.51% of 330,000 active | AID 2016;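 active means GFP response versus DMSO above a set limit, roughly screen mean plus 3 SD, cut at about 180% in these data; inconclusive means fewer than 70 cells counted for a yeast strain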;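 further: median GFP fluorescence of the barcode-gated MEP2-GFP cells per well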
# GRK2 inh – inhibitors of human GRK2 displacing RNA aptamer. 0.59% of 330,000 active. inhibition of aptamer binding, % at 10 µM. bead flow cytometry, FAM-aptamer displacement from GRK2. P25098;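 active means inhibition of aptamer binding above 40%, roughly 3 SD of noise, on plates passing a quality check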;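 further: median bead fluorescence of bound FAM aptamer so fluorescent compounds give negative values; no value below 0 was filed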
# AGP1 TOR yeast – modulators of TOR pathway AGP1-GFP in S. cerevisiae | AID 2066 | 0.02% of 320,000 active | GFP response vs DMSO, % at 10 µM | S. cerevisiae AGP1-GFP multiplex flow cytometry, 3 h; GFP as percent of DMSO wells;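 active means GFP response relative to DMSO above a set limit, near screen average plus 3 SD, cut at about 150% in these data; inconclusive means fewer than 70 cells counted for the yeast strain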;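 further: median GFP channel fluorescence of the gated AGP1 strain per well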
# Yeast superoxide – caloric restriction mimetics inhibiting age-related superoxide in yeast; 0.18% of 330,000 active; S. cerevisiae aged cells, superoxide DHE fluorescence; active compounds read low; superoxide response (% of plate mean), % at 10 µM;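 active means superoxide response under a set limit, about three screen SD below normal, cut at about 65% in these data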;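 further: yeast aged for seven days with compound at 30 °C before DHE staining; 100% = average MFI of all compound-treated wells on the plate with controls excluded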
# VLA-4 inh – inhibition in a human VLA-4 binding assay | inhibition, % (about 7 µM as worked out from the volumes in the protocol) | VLA-4 expressing cells, ligand binding flow cytometry | 0.2% of 330,000 active; in the data active means inhibition above about 50%
# Target sequence (P13612 whole entry, looked up): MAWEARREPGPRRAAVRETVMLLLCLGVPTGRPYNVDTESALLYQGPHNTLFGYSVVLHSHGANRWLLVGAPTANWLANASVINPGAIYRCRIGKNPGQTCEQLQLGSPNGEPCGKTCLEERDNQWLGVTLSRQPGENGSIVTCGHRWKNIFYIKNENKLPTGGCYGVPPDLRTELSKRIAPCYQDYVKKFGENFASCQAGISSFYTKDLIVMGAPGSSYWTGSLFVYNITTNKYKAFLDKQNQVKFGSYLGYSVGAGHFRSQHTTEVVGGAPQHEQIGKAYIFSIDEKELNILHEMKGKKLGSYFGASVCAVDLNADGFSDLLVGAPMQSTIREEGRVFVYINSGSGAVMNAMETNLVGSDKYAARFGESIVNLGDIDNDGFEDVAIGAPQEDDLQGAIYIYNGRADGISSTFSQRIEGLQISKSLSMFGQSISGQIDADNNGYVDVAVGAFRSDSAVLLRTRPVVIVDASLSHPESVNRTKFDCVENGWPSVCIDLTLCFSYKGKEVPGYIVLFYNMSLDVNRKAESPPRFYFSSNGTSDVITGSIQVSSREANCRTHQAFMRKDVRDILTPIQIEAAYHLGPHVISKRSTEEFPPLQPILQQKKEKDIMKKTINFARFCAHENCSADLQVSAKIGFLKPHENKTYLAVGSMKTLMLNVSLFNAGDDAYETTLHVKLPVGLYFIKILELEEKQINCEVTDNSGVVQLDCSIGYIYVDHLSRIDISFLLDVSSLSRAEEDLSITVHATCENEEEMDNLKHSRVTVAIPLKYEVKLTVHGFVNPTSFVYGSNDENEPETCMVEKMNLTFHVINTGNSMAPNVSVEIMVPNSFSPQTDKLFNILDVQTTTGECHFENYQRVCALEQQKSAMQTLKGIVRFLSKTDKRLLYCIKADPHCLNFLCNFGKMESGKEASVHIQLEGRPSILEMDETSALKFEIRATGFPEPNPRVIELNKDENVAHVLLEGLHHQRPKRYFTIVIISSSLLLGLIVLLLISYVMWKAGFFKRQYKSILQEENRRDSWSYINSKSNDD
# * = called active by the depositor; ? = inconclusive; . = no result given; [ ] = another dose, or the depositor's remark. Rows are unselected. About 1.7% of those tested had a hit in this group.
SMILES,LAP4 TOR yeast,RPL19A-GFP yeast,CIT2 TOR yeast,MEP2-GFP yeast,GRK2 inh,AGP1 TOR yeast,Yeast superoxide,VLA-4 inh
Cc1ccc(Nc2nc(CSc3nnc(-c4ccccc4C)n3C)cs2)cc1,97,101,94,96,0,98,80,-6
O=C(Oc1ccc(OC(=O)c2ccco2)c(S(=O)(=O)c2ccc(Cl)cc2)c1)c1ccco1,84,103,90,88,1,93,104,1
CCCCOc1ccc(C(=O)NCc2ccncc2)cc1,94,94,101,102,2,.,88,-10
Cc1ccc(C)c2nc3sc(C(=O)O)cc3cc12,102,97,100,102,1,97,112,-11
CC(NC(=O)Nc1ccccc1)C(c1cccs1)N1CCOCC1 (stereo not drawn),102,96,125,131,2,105,93,-12
O=C(NCCNC(=O)c1cnccn1)c1ccc(Cl)c(Cl)c1,90,98,96,90,0,92,98,3
CCc1ccc(NC(=O)CSc2nnc(Cn3c(=O)sc4ccccc43)n2C)cc1,100,97,92,101,0,97,113,-3
Cc1ccc(S(=O)(=O)NC(CC(=O)O)c2cccs2)cc1 (stereo not drawn),93,93,100,118,1,75,91,-3
c1coc(CN(Cc2ccco2)c2ncnc3c2oc2ccccc23)c1,111,96,85,108,1,104,104,-4
c1ccc(CSc2ncnc3c2cnn3Cc2ccccc2)cc1,91,95,90,102,1,98,103,0
COc1ccc(C(=O)N2CCN(c3ccccc3OC)CC2)cc1,106,105,102,103,0,105,109,-5
COc1ccc(S(=O)(=O)NC(C)C(=O)NCc2cccnc2)cc1Cl (stereo not drawn),105,100,101,101,0,103,114,6
C[C@@H]1CCC[C@]2(O[C@@H](CCO)C[C@H](O)[C@H]2O)O1,126,93,61,90,1,68,114,-2
CCOC(=O)C1(CC2CCCCO2)CCN(Cc2c(C)cc(C)cc2-n2cccn2)CC1 (stereo not drawn),109,102,102,102,0,108,109,2
Cn1cc(CN2CCC(C(O)CCc3ccccc3)CC2)c(-c2ccccc2F)n1 (stereo not drawn),95,108,104,103,0,103,100,-12
CC1C2CC(CC1(C)C)N(C(=O)Nc1ccc3nccnc3c1)C2 (stereo not drawn),104,102,105,111,1,101,68,-2
COc1ccc(S(=O)(=O)N(C)c2ccc(C(=O)N3CCC(C(N)=O)CC3)cc2)cc1,97,97,102,98,0,99,92,0
Cc1cnc(C(=O)OCC(=O)c2ccccc2)cn1,97,90,78,93,1,98,98,0
Cc1cc(NC(=O)CSc2nc(=O)n(CCN(C)C)c3c2CCCC3)no1,103,96,101,93,2,103,103,37
CSc1ccc(/C=N/NC(=O)c2cccc(O)c2)cc1,97[may fluoresce violet],62[may fluoresce violet],?,188*[may fluoresce violet],0,24[may fluoresce violet],80,-8
COC(=O)CSc1ncnc2c1sc1nc(N3CCOCC3)c3c(c12)CCCC3,.,94,87,84,0,90,94,5
CCOc1ccc2nc(NCCNC(=O)CC)c(C#N)cc2c1,87,85,80,84,0,84,97,-3
COC(=O)C1=C(CN2CCN(C)CC2)NC(=O)NC1c1cc(C)ccc1C (stereo not drawn),82,86,94,86,3,84,110,6
COC(=O)c1cc(C(=O)Nc2cc(C)ccn2)cc([N+](=O)[O-])c1,109,104,106,102,2,102,112,12
CCC1=Nc2cc(C(=O)N3CCCCC3)ccc2Sc2ccc(C)cc21,98,102,98,109,4,100,103,8
O=C(CNC1CCCCCC1)Nc1ccc(S(=O)(=O)NC2CC2)cc1,99,104,106,107,1,105,88,8
COC(=O)[C@]1(C)N[C@H](CN(C)C(=O)c2ccc(F)cc2)[C@@H]2C(=O)N(C)C(=O)[C@@H]21,91,98,83,98,5,95,94,-15
Cc1ccc(N2CCN(c3ccc([N+](=O)[O-])cn3)CC2)c(C)c1,99,104,99,104,1,99,100,-5
Cc1ccc(S(C)(=O)=NS(=O)(=O)c2cccc3nsnc23)cc1 (stereo not drawn),105,94,92,92,3,101,99,-1
CCCN1C2CCCC1CC(NC(=S)Nc1cc(C)cc(C)c1)C2 (stereo not drawn),91,99,96,108,0,101,95,22
CCc1nnc(NC(=O)CCC(=O)N2CCC(Cc3ccccc3)CC2)s1,101,99,103,121,1,98,114,1
CC(=O)Nc1cccc(C(=O)Nc2ccccc2C(=O)O)c1,97,97,102,98,3,97,115,-5
Cc1cc(Nc2cccc(Cl)c2)nc(N2CCOCC2)n1,103,114,117,116,0,107,104,-4
CC(C)c1cc(C(=O)Nc2cc(Br)ccc2O)no1,112,98,96,105,2,96,81,16
CCc1ccc(C(=O)N2CCCC2)s1,109,96,92,95,0,95,125,0
CC1(C)CC(=O)C2=C(C1)N(C1CCCCC1)C(=O)C2(O)C(F)(F)F (stereo not drawn),101,100,103,99,1,105,87,-2
COCCn1c(C)cc(/C=N/NC(=O)c2cc3ccccc3cc2O)c1C,97,95,100,101,0,96,114,5
Cc1scc(C(=O)N/N=C/c2ccc(OC(C)C)cc2)c1C,99,97,93,97,4,93,95,10
CC12CC(NC(=O)N1c1cccc(C(=O)NCc3ccccc3)c1)c1ccccc1O2 (stereo not drawn),102,95,96,94,0,94,101,.
CCOP(=O)(OCC)C(Nc1ccc(C)cc1)c1ccco1 (stereo not drawn),94,100,95,104,0,97,103,1
CC(C)NC(=O)C1CCCN(S(=O)(=O)c2cccc3nonc23)C1 (stereo not drawn),99,99,113,102,0,101,94,5
O=C(CN1CCN(S(=O)(=O)c2ccc3ccccc3c2)CC1)NC(=O)NC1CCCCC1,.,92,87,88,2,86,89,10
CCC1CCCCN1C(=O)c1ccc2nc(Cc3ccc(OC)cc3)oc2c1 (stereo not drawn),102,102,105,104,0,103,103,-3
CN(C)C(=O)CSc1ncnc2scc(-c3ccccc3)c12,111,93,84,94,0,101,111,4
COc1cccc(/C=C/C(=O)NNC(=O)c2ccncc2)c1,100,101,96,103,1,103,109,3
COc1ccc(C(=O)OCC(=O)Nc2ccc(N3CCOCC3)cc2)cc1,100,98,104,106,2,103,90,-21
CCc1cccc(C)c1NC(=O)Cn1c(NCCO)nc2ccccc21,83,106,92,99,0,89,105,6
O=C(COc1ccc(Br)cc1)Nc1ccc(Cc2ccncc2)cc1,109,110,96,113,0,127,94,1
CC1=C(C(=O)N2CCCC(N3CCN(c4ccccc4C)CC3)C2)OCCO1 (stereo not drawn),97,98,106,108,0,101,96,5
O=C(C1CCN(S(=O)(=O)c2ccc(Br)cc2)CC1)N1CCOCC1,94,99,112,102,0,98,93,8

# Later entries:
SMILES,LAP4 TOR yeast,RPL19A-GFP yeast,CIT2 TOR yeast,MEP2-GFP yeast,GRK2 inh,AGP1 TOR yeast,Yeast superoxide,VLA-4 inh
Cc1c(NC(=O)C2CCCCC2)cc(C(=O)N2CCOCC2)cc1[N+](=O)[O-],104,104,106,105,0,100,110,0
CCN(CC)S(=O)(=O)c1cccc(C(=O)Nc2cc3oc4ccccc4c3cc2OC)c1,95,100,96,116,17,96,115,11
O=c1[nH]ncn1-c1cccc(C(F)(F)F)c1,100,100,95,98,0,100,109,-18
COc1cc2c(cc1OC)CN(C(=O)COc1ccc(C)c(C)c1)CC2,94,98,100,97,7,95,107,15
CS(=O)(=O)N(Cc1ccccc1)c1ccc(C(=O)NCCSc2ccccn2)cc1,88,97,99,101,3,96,114,-1
CC12CCC(C(=O)Nc3cccnc3)(CC1=O)C2(C)C (stereo not drawn),107,101,97,106,0,102,109,3
Clc1nnc(N/N=C/c2ccccc2)c2ccccc12,134,95,87,111,0,93,125,9
CCOc1ccc(CCNC(=O)c2cc(-c3ccccc3)c(N3CCOCC3)s2)cc1,106,97,100,102,2,102,103,-3
CCOc1ccccc1NC(=O)CSC1=C(C#N)C(c2ccco2)C(C(=O)Nc2nc3ccccc3s2)=C(C)N1 (stereo not drawn),105,99,90,114,0,95,115,9
O=C(Nc1ccc2sccc2c1)c1ccc(Cl)s1,100,96,94,96,0,99,94,-3
[O-][n+]1c2cc(C(F)(F)F)ccc2c2n1CCN=C2c1ccc(Cl)cc1,105,101,105,108,2,101,84,-13
CC(=O)c1c(C)[nH]c(C2=NNC(=NC(C)(C)C)SC2)c1C,102,98,95,104,0,103,112,-6
CC(C)c1ccc(N(C(=O)c2ccco2)C(C(=O)NC2CCCC2)c2cccnc2)cc1 (stereo not drawn),101,102,102,105,4,99,103,-1
CC(=O)NS(=O)(=O)c1ccc(N2C(=O)CC(Sc3nccc(C)n3)C2=O)cc1 (stereo not drawn),90,104,100,101,0,99,98,5
CCOC(=O)CSC1=C(C#N)C(c2ccc(C)s2)CC(=O)N1 (stereo not drawn),119,86,102,99,2,112,119,8
CCOC(=O)Cc1csc(NC(=S)NC(=O)c2ccccc2)n1,96,103,101,107,6,96,93,2
COc1ccc(-c2ccc(-c3nnn(CC(C)=O)n3)cc2)cc1,111,105,104,107,2,114,96,6
C(=C\c1ccccc1)/CSc1nc2ncccc2[nH]1,109,95,108,91,2,115,102,-2
CCCn1c(NC(=O)C2COc3ccccc3O2)nc2ccccc21 (stereo not drawn),92,97,92,91,6,98,107,5
CCC(C)(C)NC(=O)C1CC(=O)N(CCc2ccc(F)cc2)C1 (stereo not drawn),94,101,104,94,2,100,93,0

# Random excerpt: four compounds from above.
SMILES,LAP4 TOR yeast,RPL19A-GFP yeast,CIT2 TOR yeast,MEP2-GFP yeast,GRK2 inh,AGP1 TOR yeast,Yeast superoxide,VLA-4 inh
[O-][n+]1c2cc(C(F)(F)F)ccc2c2n1CCN=C2c1ccc(Cl)cc1,105,101,105,108,2,101,84,-13
COc1ccc(-c2ccc(-c3nnn(CC(C)=O)n3)cc2)cc1,111,105,104,107,2,114,96,6
CCC(C)(C)NC(=O)C1CC(=O)N(CCc2ccc(F)cc2)C1 (stereo not drawn),94,101,104,94,2,100,93,0
CCOC(=O)Cc1csc(NC(=S)NC(=O)c2ccccc2)n1,96,103,101,107,6,96,93,2

# Other entries follow:
SMILES,LAP4 TOR yeast,RPL19A-GFP yeast,CIT2 TOR yeast,MEP2-GFP yeast,GRK2 inh,AGP1 TOR yeast,Yeast superoxide,VLA-4 inh
CCc1ccc(N2C(=O)C3NN=C(C(=O)OCc4ccccc4)C3C2=O)cc1 (stereo not drawn),96,100,95,100,3,94,99,8
Cc1cccc(CCNC(=O)CC2C(=O)NCCN2Cc2ccccc2C)n1 (stereo not drawn),116,106,98,110,0,108,94,-19
CCN(CC)CCn1c(-c2ccc(C)cc2)nc(=S)c2c1CC(C)(C)OC2,116,103,98,104,3,102,115,4
CCc1ccccc1OCC(=O)OCC(=O)Nc1cc(C)on1,91,95,94,92,0,94,94,23
CC(=O)c1ccc(N2CCN(c3ccc(S(=O)(=O)NCCN(C)C)cc3[N+](=O)[O-])CC2)cc1,91,96,103,97,0,101,106,4
COc1cc(OC)cc(-c2c(-c3cccs3)c3cc(-c4ccc(SC)cc4)ccc3n2C)c1,92,91,96,90,3,91,94,2
CCN(CC1CCCO1)C(=O)CCc1nnc(CCc2ccc(OC)cc2)o1 (stereo not drawn),105,99,103,95,3,105,80,-7
Nc1ccc(Oc2ccc3c(c2)C(=O)N(CC2CCCO2)C3=O)cc1 (stereo not drawn),114,92,94,93,4,107,101,9
COc1ccc(N2CCN(C(=O)CN3C(=O)NC(C)(c4ccc5ccccc5c4)C3=O)CC2)cc1 (stereo not drawn),98,101,97,98,0,98,103,0
CC(Sc1n[nH]c(-c2ccccc2)n1)C(=O)c1c(N)n(C)c(=O)n(C)c1=O (stereo not drawn),102,97,95,98,1,101,101,8
CCOC(=O)c1cc(CC)sc1/N=C/C1C(=O)CCCC1=O,100,98,96,94,0,98,84,-2
COc1ccc(Oc2ccc(/C=C/C(=O)c3cccc(OC)c3)cc2[N+](=O)[O-])cc1,88,95,84,95,0,86,105,17
c1ccc(-n2ncc3c(NCc4ccccn4)ncnc32)cc1,114,98,102,106,2,99,112,9
